PRC2 inh: inhibitors of human EZH2/PRC2 methyltransferase; PRC2 H3K27 methylation, DELFIA TRF, 1 h; inhibition, % at 12.5 µM; 57,000 compounds, 0.35% hits; AID 651548;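 active = mean inhibition of replicates at least 50% and every single replicate also reaching 50%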;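 note: dimethyl H3K27 on biotinylated H3 21-44 peptide detected by antibody; plate controls were median neutral control wells for no effect and median positive control wells for full effect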
IDH1 mut inh: IDH1 R132H (human) inhibition | O75874 | IDH1 R132H reductase, diaphorase/resazurin fluorescence, 60 min | inhibition, % at 10 µM | 70,000 compounds, 0.18% hits | AID 624101; in the data active = inhibition above about 34%;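 note: 0% = DMSO and 100% = no enzyme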
Target sequence (O75874 whole entry R132H): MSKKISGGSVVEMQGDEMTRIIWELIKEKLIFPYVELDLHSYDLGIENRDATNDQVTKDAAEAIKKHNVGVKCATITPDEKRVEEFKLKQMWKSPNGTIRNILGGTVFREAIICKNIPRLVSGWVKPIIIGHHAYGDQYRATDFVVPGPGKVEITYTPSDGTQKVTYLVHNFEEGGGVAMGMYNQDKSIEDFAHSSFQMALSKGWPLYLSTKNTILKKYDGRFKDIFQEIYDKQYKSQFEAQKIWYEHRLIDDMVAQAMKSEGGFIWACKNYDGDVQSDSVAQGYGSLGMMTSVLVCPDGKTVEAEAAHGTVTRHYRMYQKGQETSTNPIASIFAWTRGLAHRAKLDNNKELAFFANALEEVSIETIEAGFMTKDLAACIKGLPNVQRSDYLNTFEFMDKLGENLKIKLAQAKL
The depositor's hits bear a star. An excerpt; the hit share may differ from the screen's.

Screening Cc1noc(C)c1S(=O)(=O)N(C)C[C@@H]1OCCCC[C@@H](C)Oc2ccc(NC(=O)NC(C)C)cc2C(=O)N([C@@H](C)CO)C[C@@H]1C returned IDH1 mut inh 1.4.
Screening C[C@@H]1CN([C@@H](C)CO)S(=O)(=O)c2ccc(C3=CCCC3)cc2O[C@H]1CN(C)C(=O)C1CC1 returned PRC2 inh 21.
O=C(C[C@H]1C[C@H]2c3cc(NC(=O)C4CCC4)ccc3O[C@H]2[C@H](CO)O1)NCc1ccccn1 was read as PRC2 inh 3 and IDH1 mut inh 0.2.
Cc1ccc(C(=O)NCCN2CCOCC2)cc1S(=O)(=O)N1CCCCC1 was read as PRC2 inh 4 and IDH1 mut inh 0.2.
Cc1noc(C)c1NC(=O)N(C)C[C@@H]1Oc2ncc(C#Cc3ccccc3)cc2C(=O)N([C@H](C)CO)C[C@@H]1C was read as IDH1 mut inh 0.7.
Screening O=C(C[C@@H]1C[C@@H]2c3cc(NC(=O)NC4CCCC4)ccc3O[C@@H]2[C@@H](CO)O1)NCc1ccc(-c2ccccc2)cc1 returned PRC2 inh 1 and IDH1 mut inh -0.6.
`C[C@@H]1CN([C@@H](C)CO)C(=O)c2cc(-c3ccncc3)cnc2O[C@H]1CN(C)Cc1ccc(Oc2ccccc2)cc1` gave IDH1 mut inh 0.2.
For CCOC(=O)N(C)C[C@@H]1OCc2ccccc2-c2ccccc2C(=O)N([C@@H](C)CO)C[C@@H]1C the results were PRC2 inh -10 and IDH1 mut inh 0.1.
For C[C@H]1CN([C@@H](C)CO)C(=O)c2cc(NC(=O)Nc3ccccc3)ccc2O[C@H]1CN(C)C the results were PRC2 inh -3.
CC(C)NC(=O)N(C)C[C@@H]1Oc2ccc(N(C)C)cc2CC(=O)N([C@@H](C)CO)C[C@H]1C was read as PRC2 inh -1 and IDH1 mut inh -1.6.
`C[C@@H]1CCCCO[C@@H](CN(C)C(=O)C2CCCCC2)[C@@H](C)CN([C@H](C)CO)C(=O)c2cc(NS(=O)(=O)c3ccc(F)cc3)ccc2O1` gave IDH1 mut inh 0.6.
For COc1ccc(S(=O)(=O)N(C)C[C@@H]2Oc3c(NS(=O)(=O)c4cn(C)cn4)cccc3C(=O)N([C@H](C)CO)C[C@H]2C)cc1 the results were IDH1 mut inh -1.7.
For Cc1nc(C(F)(F)F)ccc1C(=O)NCC(O)c1ccccc1 (centres undefined) the results were PRC2 inh -1 and IDH1 mut inh 0.8.
Screening COc1ccc(NC(=O)N(C)C[C@H]2Oc3cc(-c4ccc(C)cc4)ccc3S(=O)(=O)N([C@H](C)CO)C[C@H]2C)cc1 returned PRC2 inh -21 and IDH1 mut inh 0.4.
C[C@@H]1CN([C@@H](C)CO)S(=O)(=O)c2ccc(C#C[C@@H](C)O)cc2O[C@@H]1CN(C)Cc1ccccn1 was read as PRC2 inh -23.

A draw from above in order of count of non-hydrogen atoms, rising.
For C[C@H]1CN([C@@H](C)CO)C(=O)c2cc(NC(=O)Nc3ccccc3)ccc2O[C@H]1CN(C)C the results were PRC2 inh -3.
Screening COc1ccc(NC(=O)N(C)C[C@H]2Oc3cc(-c4ccc(C)cc4)ccc3S(=O)(=O)N([C@H](C)CO)C[C@H]2C)cc1 returned PRC2 inh -21 and IDH1 mut inh 0.4.
Screening Cc1noc(C)c1S(=O)(=O)N(C)C[C@@H]1OCCCC[C@@H](C)Oc2ccc(NC(=O)NC(C)C)cc2C(=O)N([C@@H](C)CO)C[C@@H]1C returned IDH1 mut inh 1.4.

Back to the main list with the 4 entries that preceded the break.
For COc1ccc(S(=O)(=O)N(C)C[C@@H]2Oc3c(NS(=O)(=O)c4cn(C)cn4)cccc3C(=O)N([C@H](C)CO)C[C@H]2C)cc1 the results were IDH1 mut inh -1.7.
For Cc1nc(C(F)(F)F)ccc1C(=O)NCC(O)c1ccccc1 (centres undefined) the results were PRC2 inh -1 and IDH1 mut inh 0.8.
Screening COc1ccc(NC(=O)N(C)C[C@H]2Oc3cc(-c4ccc(C)cc4)ccc3S(=O)(=O)N([C@H](C)CO)C[C@H]2C)cc1 returned PRC2 inh -21 and IDH1 mut inh 0.4.
C[C@@H]1CN([C@@H](C)CO)S(=O)(=O)c2ccc(C#C[C@@H](C)O)cc2O[C@@H]1CN(C)Cc1ccccn1 was read as PRC2 inh -23.
C[C@@H]1CN([C@H](C)CO)S(=O)(=O)c2ccc(C#C[C@@H](C)O)cc2O[C@H]1CN(C)C was read as IDH1 mut inh 0.3.
For CO[C@H]1CN(C)C(=O)c2ccc(NC(=O)C3CCCC3)cc2OC[C@H](C)N(C(=O)CC2CC2)C[C@H]1C the results were PRC2 inh 1 and IDH1 mut inh -0.1.
C[C@H](CO)N1C[C@H](C)[C@H](CN(C)C(=O)CCC(F)(F)F)OCCCC[C@H](C)Oc2ccc(NS(=O)(=O)c3cn(C)cn3)cc2C1=O was read as IDH1 mut inh -1.8.
`C[C@H](CO)N1C[C@H](C)[C@H](CN(C)Cc2ccc(C(=O)Nc3ccccc3N)cc2)Oc2c(NC(=O)Nc3ccccc3)cccc2C1=O` gave PRC2 inh -5 and IDH1 mut inh 0.6.
Screening COc1ccccc1S(=O)(=O)Nc1ccc2c(c1)C(=O)N(C)C[C@@H](OC)[C@@H](C)CN[C@@H](C)CO2 returned PRC2 inh 6 and IDH1 mut inh -0.4.
`O=C(C[C@H]1C=C[C@@H](NC(=O)C2CCC2)[C@H](CO)O1)NCCCN1CCOCC1` gave PRC2 inh 3 and IDH1 mut inh -0.1.
`CC1(C)Cc2nc(-c3ccccc3)nc(SCC(=O)Nc3ccc(Br)cc3)c2CO1` gave PRC2 inh -1 and IDH1 mut inh -0.2.
`CN(c1cccc(NC(=O)c2ccc(CN3CCc4ccccc4C3)cc2)c1)S(C)(=O)=O` gave PRC2 inh -6 and IDH1 mut inh -0.1.
COc1ccc(S(=O)(=O)N(C)C[C@H]2Oc3ccc(NC(=O)C4CCCCC4)cc3C(=O)N([C@H](C)CO)C[C@H]2C)cc1 was read as IDH1 mut inh 0.3.
`C=CCOC(=O)[C@H]1[C@@H]2C(=O)O[C@@H](c3ccccc3)[C@@H](c3ccccc3)N2[C@@H](c2ccc(OCCOC(=O)[C@@H]3C[C@@H]4C(=O)N5CCC[C@H]5C(=O)N4[C@@H]3c3ccc(O)cc3)cc2)[C@]12C(=O)Nc1ccccc12` gave PRC2 inh -17.
Screening Clc1ccc(CO/N=C(\Cn2ccnc2)c2ccc(Cl)cc2Cl)c(Cl)c1 returned IDH1 mut inh 0.1.
Screening COc1ccc(NC(=O)Nc2ccc3c(c2)C(=O)N([C@H](C)CO)C[C@@H](C)[C@@H](CN(C)Cc2ccc(Oc4ccccc4)cc2)O3)cc1 returned IDH1 mut inh -0.1.
CO[C@@H]1CN(C)C(=O)c2cc(NC(=O)C3CCC3)ccc2OC[C@H](C)N(C)C[C@@H]1C was read as PRC2 inh 7 and IDH1 mut inh -0.4.
C[C@H](CO)N1C[C@H](C)[C@@H](CN(C)Cc2ccncc2)Oc2ccc(NS(=O)(=O)c3cn(C)cn3)cc2CC1=O was read as IDH1 mut inh 0.5.
Screening C[C@H]1CN([C@@H](C)CO)C(=O)c2cc(C#CC3(O)CCCC3)cnc2O[C@H]1CN(C)S(=O)(=O)c1ccccc1 returned IDH1 mut inh -0.2.
COC(=O)c1ccccc1NC(=O)COc1ccccc1F was read as PRC2 inh 10 and IDH1 mut inh -0.4.
C[C@@H]1CN([C@@H](C)CO)C(=O)c2cc(C#CC3(O)CCCC3)cnc2O[C@H]1CN(C)S(C)(=O)=O was read as PRC2 inh -18 and IDH1 mut inh -0.1.
Screening C[C@@H]1CN([C@H](C)CO)C(=O)c2cc(NS(C)(=O)=O)ccc2O[C@@H](C)CCCCO[C@@H]1CN(C)S(=O)(=O)c1ccccc1 returned IDH1 mut inh 0.5.
`C[C@H](CO)N1C[C@H](C)[C@H](CN(C)C(=O)Nc2ccc(C(F)(F)F)cc2)OCCCC[C@H](C)Oc2ccc(N(C)C)cc2C1=O` gave PRC2 inh -20.
COC1=CC(=O)OC1C(O)C(O)C(OC(C)=O)c1ccccc1 (centres undefined) was read as IDH1 mut inh -0.4.
`O=C(Nc1ccc2c(c1)[C@H]1C[C@@H](CC(=O)N3CCCCC3)O[C@@H](CO)[C@H]1O2)c1ccc2c(c1)OCO2` gave PRC2 inh 18 and IDH1 mut inh -0.1.
For C[C@H]1CN([C@@H](C)CO)C(=O)Cc2cc(NS(=O)(=O)c3cccs3)ccc2O[C@H]1CN(C)S(=O)(=O)c1ccc(F)cc1 the results were IDH1 mut inh 1.0.
`O=C(C[C@H]1CC[C@@H](NS(=O)(=O)c2ccc(F)cc2)[C@@H](CO)O1)NCc1ccncn1` gave PRC2 inh 5 and IDH1 mut inh 0.0.
Screening O=C(N/N=C/c1cn(S(=O)(=O)c2ccccc2)c2ccccc12)c1ccccc1O returned PRC2 inh 24.
For O=C(Nc1ccc2c(c1)[C@H]1C[C@H](CC(=O)N3CCc4ccccc4C3)O[C@H](CO)[C@H]1O2)Nc1ccccc1F the results were PRC2 inh -5 and IDH1 mut inh -0.3.
`COc1ccc2nc(SCC(=O)N3CCCc4ccccc43)[nH]c2c1` gave PRC2 inh 0 and IDH1 mut inh 0.0.
For O=C(CN1C(=O)S/C(=C\C=C\c2ccccc2)C1=O)Nc1cccc(O)c1 the results were PRC2 inh 20 and IDH1 mut inh 0.0.
For C[C@@H](NC(=O)C[C@H]1C[C@@H]2c3cc(NC(=O)CN(C)C)ccc3O[C@@H]2[C@@H](CO)O1)c1ccccc1 the results were PRC2 inh -6 and IDH1 mut inh -0.1.
`C[C@@H]1CN([C@@H](C)CO)C(=O)Cc2cc(NC(=O)Nc3ccccc3)ccc2O[C@@H]1CN(C)C(=O)Nc1ccc(C(F)(F)F)cc1` gave IDH1 mut inh 0.7.
For C[C@H]1O[C@@H](O[C@H]2CC[C@@]3(C)C(CC[C@]4(C)C3CC=C3C5CC(C)(C)CC[C@]5(C(=O)O)CC[C@]34C(=O)O)C2(C)C)[C@H](O)[C@@H](O)[C@H]1O (some centres undefined) the results were PRC2 inh 3 and IDH1 mut inh 0.6.
Screening COc1ccccc1NC(=O)N(C)C[C@H]1OCc2ccccc2-c2ccccc2C(=O)N([C@H](C)CO)C[C@H]1C returned PRC2 inh 6 and IDH1 mut inh -0.7.
C[C@@H]1CN([C@@H](C)CO)C(=O)c2cc(NC(=O)C3CC3)ccc2O[C@@H]1CN(C)C(=O)Nc1cccc2ccccc12 was read as IDH1 mut inh -3.4.
Cc1nnc(Sc2ccc(/C=N/NC(=O)c3ccccn3)o2)n1C was read as PRC2 inh 16 and IDH1 mut inh 0.5.
For CCc1ccnc(NC(=O)CC2(CC(=O)O)CCCCC2)c1 the results were PRC2 inh 1 and IDH1 mut inh -4.0.
COc1ccc(-c2noc(CCCN3C(=O)c4ccccc4C3=O)n2)cc1OC was read as IDH1 mut inh -0.2.
`Cc1ccc(S(=O)(=O)Nc2ccc3c(c2)C(=O)N([C@H](C)CO)C[C@@H](C)[C@@H](CN(C)Cc2ccc(C(=O)O)cc2)OCCCC[C@H](C)O3)cc1` gave IDH1 mut inh -3.8.
For Cc1noc(C)c1NC(=O)N(C)C[C@H]1Oc2ccc(NS(=O)(=O)c3ccc(Cl)cc3)cc2C(=O)N([C@@H](C)CO)C[C@H]1C the results were IDH1 mut inh 0.1.
Screening CCNC(=O)C[C@H]1CC[C@@H](NC(=O)NC2CCCCC2)[C@@H](CO)O1 returned PRC2 inh -5 and IDH1 mut inh 0.1.
`O=C(COc1ccc(F)cc1)Nc1cc(Cl)ccc1C(=O)O` gave PRC2 inh -4 and IDH1 mut inh -2.2.
COc1ccccc1NC(=O)CSc1nc(Nc2ccccc2)nc(Nc2ccccc2)n1 was read as PRC2 inh -7 and IDH1 mut inh 0.2.
Screening N#Cc1cc(C#N)c(SCCN2CCOCC2)nc1N returned PRC2 inh -9 and IDH1 mut inh -0.6.
Screening C[C@H]1CN([C@@H](C)CO)C(=O)c2cccc(NC(=O)Nc3ccc(F)cc3)c2O[C@H]1CN(C)Cc1ccc2c(c1)OCO2 returned PRC2 inh 0.
`COCC(=O)N(C)C[C@H]1Oc2cc(Br)ccc2S(=O)(=O)N([C@H](C)CO)C[C@@H]1C` gave PRC2 inh -6 and IDH1 mut inh 2.1.
C[C@H](O)C#Cc1cnc2c(c1)C(=O)N([C@@H](C)CO)C[C@H](C)[C@@H](CN(C)CC1CCCCC1)O2 was read as IDH1 mut inh 0.1.
Screening C[C@H](CO)N1C[C@H](C)[C@H](CN(C)CC2CCCCC2)Oc2ccc(NC(=O)Nc3ccc(C(F)(F)F)cc3)cc2CC1=O returned IDH1 mut inh 1.0.

Filtered by structure: the compounds so far with bromine
`CC1(C)Cc2nc(-c3ccccc3)nc(SCC(=O)Nc3ccc(Br)cc3)c2CO1` gave PRC2 inh -1 and IDH1 mut inh -0.2.
`COCC(=O)N(C)C[C@H]1Oc2cc(Br)ccc2S(=O)(=O)N([C@H](C)CO)C[C@@H]1C` gave PRC2 inh -6 and IDH1 mut inh 2.1.

Continuation.
Screening C[C@H](CO)N1C[C@H](C)[C@H](CN(C)S(=O)(=O)c2ccc(F)cc2)Oc2c(NC(=O)NC3CCCCC3)cccc2C1=O returned PRC2 inh -15.
Screening O=C(N[C@@H]1CC[C@@H](CC(=O)N2CCC(Cc3ccccc3)CC2)O[C@@H]1CO)c1cnccn1 returned PRC2 inh 3 and IDH1 mut inh 0.1.
C[C@H]1CCCCO[C@H](CN(C)C)[C@@H](C)CN([C@@H](C)CO)C(=O)c2cc(NC(=O)NC3CCCCC3)ccc2O1 was read as PRC2 inh 9.
Screening Cc1ccc(S(=O)(=O)Nc2ccc3c(c2)C(=O)N([C@H](C)CO)C[C@H](C)[C@@H](CN(C)C(=O)Nc2ccc4c(c2)OCO4)OCCCC[C@H](C)O3)cc1 returned IDH1 mut inh -0.2.
`COc1ccc(NC(=O)Nc2ccc3c(c2)CC(=O)N([C@@H](C)CO)C[C@H](C)[C@@H](CN(C)C(=O)Nc2ccc4c(c2)OCO4)O3)cc1` gave IDH1 mut inh 0.0.
For C[C@@H]1CN([C@@H](C)CO)C(=O)c2cc(NC(=O)Nc3ccc4c(c3)OCO4)ccc2O[C@@H]1CN(C)S(=O)(=O)c1ccccc1 the results were IDH1 mut inh 0.6.
